Source: PubChem (several laboratories)
OPRM1-OPRD1 ag: agonists of OPRM1-OPRD1 heterodimerization, primary screen, cell-based, luminescence | Mu-type opioid receptor (Homo sapiens) + Delta-type opioid receptor (Homo sapiens), … | cells | activation, % at 9.3 µM | actives 0.3% (n = 340,000); in the data active = activation above about 18%;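 note: 0% = vehicle-treated cells and 100% = reference agonist; values of inactives mirror those of a sister screen read the other way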
HTR5A inv ctr: HTR5A inverse agonists in luminescence cell assay, primary screen, counter-screen for OPRM1-OPRD1 heterodimer inverse agonist project, full-deck HTS. HTR5A cell line, inverse agonism. inhibition, % at 9.3 µM. 5-hydroxytryptamine receptor 5A (Homo sapiens), P47898. actives 0.083% (n = 340,000); in the data active = inhibition mostly above about 23%, no sharp cut-off; inactive = mostly below about 18%;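 note: 0% = cells with DMSO and 100% = no-cell wells with DMSO; some compounds called inactive have numbers as strong as hits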
Target sequence (P47898 whole entry, looked up): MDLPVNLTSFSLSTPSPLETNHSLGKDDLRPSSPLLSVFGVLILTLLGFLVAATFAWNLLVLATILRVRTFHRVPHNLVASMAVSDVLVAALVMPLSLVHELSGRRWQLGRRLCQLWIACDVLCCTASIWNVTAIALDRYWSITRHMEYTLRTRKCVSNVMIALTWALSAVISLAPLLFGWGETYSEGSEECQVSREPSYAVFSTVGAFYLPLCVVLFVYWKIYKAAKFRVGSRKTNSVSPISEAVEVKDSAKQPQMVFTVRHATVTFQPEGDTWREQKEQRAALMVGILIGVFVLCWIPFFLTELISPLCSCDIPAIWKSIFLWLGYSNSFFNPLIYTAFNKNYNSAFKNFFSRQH
Arr AP2 block: inhibitors of beta-arrestin/AP2 binding, primary screen, biochemical, GPCR trafficking, flow cytometry | beta-arrestin 1 C-terminal peptide binding to AP2 beta2-adaptin appendage (human) | AID 504490, 2011 | actives 0.31% (n = 340,000) | FITC-arrestin peptide / GST-AP2 beads; AP2 beta2 appendage carries R879A mutation | inhibition, % at 10 µM;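 active = inhibition above a set limit, near 3 SD of compounds lacking own fluorescence, cut at about 54% in these data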;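 note: plate controls were DMSO wells for no effect and 5 µM unlabelled arrestin peptide for full effect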
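Material – AP2 appendage R879A on GSH beads · Buffer or medium – PBS with 0.05% Tween 20 and 0.1% BSA · Probe or stimulus – fluorescein-tagged arrestin peptide at 50 nM final · Incubation – compound with beads 12 min RT, then probe 1 h RT · Detection – high-throughput flow cytometry of beads, ex 488, em 535 nm · Evaluation – percent response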
PKA-R1A activ: activators of PKA-R1A holoenzyme, primary screen, biochemical, fluorescence polarization, Cy5-IP20, bovine R1A, mouse PKAc; PKA-R1A dissociation; scaled: DMSO 0%, 113 µM cGMP 100%; cAMP-dependent protein kinase type I-alpha regulatory subunit (Bos taurus) + …; actives 0.083% (n = 340,000); activation, % at 11.4 µM; AID 504707, 2011;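 active = percent activation above the mean of all tested compounds plus 3 SD, cut at about 19% in these data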;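 note: higher means more PKAc released from R1A so a rise in polarization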
V-ATPase pHluor: regulators of yeast V-ATPase proton pumping, primary screen, pHLuorin cytosolic pH fluorescence; S. cerevisiae; actives 0.37% (n = 350,000); response, % at 10 µM; in the data active = response mostly above about 7.3%, no sharp cut-off; inactive = mostly below about 5.4%; note: actives read high; inactives centre near 0; some compounds called inactive have numbers as strong as hits; reference of the scale not given here
HTR5A ag ctr: HTR5A agonists in luminescence cell assay, primary screen, counter-screen for OPRM1-OPRD1 heterodimer agonist project, full-deck HTS. 5-hydroxytryptamine receptor 5A (Homo sapiens), P47898. cell-based. activation, % at 9.3 µM. actives 0.61% (n = 340,000). AID 504692, 2011; in the data active = activation mostly above about 9.5%, no sharp cut-off; inactive = mostly below about 7.6%;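 note: 0% = cells with vehicle only and 100% = reference agonist; strong numbers were not always called active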
PKA-R2B activ: activators of PKA-R2B holoenzyme, primary screen, biochemical, fluorescence polarization, Cy5-IP20, human; cAMP-dependent protein kinase catalytic subunit beta (Homo sapiens) + cAMP-dependent …; actives 0.079% (n = 340,000); activation, % at 11.4 µM; PKA-R2B holoenzyme dissociation; R2B truncated from residue 108, S112A mutant; 0% DMSO only, 100% 113 µM cGMP; AID 504700, 2011;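 active = activation above a cutoff set at the mean over all compounds plus 3 SD, cut at about 18% in these data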;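 note: higher means more holoenzyme dissociation and a rise in polarization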
MOR-DOR inv ag: inverse agonists of MOR-DOR heterodimerization, primary screen, cell-based, luminescence; actives 0.21% (n = 340,000); cell-based MOR-DOR heterodimer luminescence, inverse agonism; Mu-type opioid receptor (Homo sapiens) + Delta-type opioid receptor (Homo sapiens), …; inhibition, % at 9.3 µM; in the data active = inhibition above about 22%, passing the limit was not always enough;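 note: 0% = cells with DMSO and 100% = wells without cells with DMSO; values of inactives mirror those of a sister screen read the other way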
Pemphigus Ab inh: inhibitors of pemphigus antibody binding to DSG3, primary screen, biochemical, bead-based, flow cytometry, scFv-GFP; binding (percent of control), % at 10 µM; DSG3-coupled beads, scFv-anti-DSG3-GFP binding; hits give low values; Desmoglein-3 (Homo sapiens), P32926; AID 588358, 2011; actives 0.48% (n = 310,000);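 active = binding more than 3 SD below its plate's average and above zero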;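 note: hits lower antibody fragment binding to DSG3; some compounds called inactive have numbers as strong as hits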
DAGLB inhibitor: DAGLB lipase inhibitors, primary screen, biochemical, fluorescence, HTS. AID 504411, 2011. HEK293T DAGLB membrane lysate, EnzChek fluorogenic substrate. actives 0.059% (n = 340,000). inhibition, % at 5.17 µM. Diacylglycerol lipase-beta (Homo sapiens), Q8NCG7; in the data active = inhibition above about 34%;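 note: 0% = enzyme with vehicle and 100% = wells lacking enzyme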
Target sequence (Q8NCG7 whole entry, looked up): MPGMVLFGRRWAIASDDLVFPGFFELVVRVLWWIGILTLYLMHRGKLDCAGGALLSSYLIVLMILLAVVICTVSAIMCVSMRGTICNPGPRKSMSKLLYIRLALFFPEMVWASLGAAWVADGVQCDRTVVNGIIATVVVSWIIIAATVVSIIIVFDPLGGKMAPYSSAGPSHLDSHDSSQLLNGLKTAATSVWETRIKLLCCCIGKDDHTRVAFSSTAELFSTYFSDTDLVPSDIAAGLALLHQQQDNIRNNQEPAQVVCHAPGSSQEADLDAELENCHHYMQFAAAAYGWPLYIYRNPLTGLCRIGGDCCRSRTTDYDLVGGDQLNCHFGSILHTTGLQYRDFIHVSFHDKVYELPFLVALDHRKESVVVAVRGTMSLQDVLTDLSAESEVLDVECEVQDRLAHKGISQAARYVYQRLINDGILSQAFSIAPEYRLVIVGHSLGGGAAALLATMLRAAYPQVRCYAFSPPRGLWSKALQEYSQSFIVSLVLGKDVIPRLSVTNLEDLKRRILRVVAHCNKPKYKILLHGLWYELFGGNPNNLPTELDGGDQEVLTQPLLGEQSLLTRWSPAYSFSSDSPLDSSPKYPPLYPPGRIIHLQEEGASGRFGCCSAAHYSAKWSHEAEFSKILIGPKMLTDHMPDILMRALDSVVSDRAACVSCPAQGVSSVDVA
* marks the source's active call; other numbers are inactive results; . = not tested or not shown.

cpd	Structure	Pemphigus Ab inh	Arr AP2 block	HTR5A ag ctr	DAGLB inhibitor	V-ATPase pHluor
1	Cc1ccc(-n2cc(CNCCCN3CCCC3=O)c(-c3ccc(F)cc3)n2)cc1	97	2	4	0	1
2	COc1ccccc1N1CCN(Cc2cc(=O)n3ccsc3n2)CC1	96	-7	-3	4	.
3	Cn1nnnc1SCC(=O)NC1CCCc2ccccc21 (stereo unspecified)	98	5	0	1	0
4	CS(=O)(=O)NNC(=O)C1Cc2c(ccc3ccccc23)O1 (stereo unspecified)	93	24	-2	1	-2
5	Cc1ccc(C(=O)N/C(=C\c2cccs2)C(=O)NCc2ccncc2)cc1	105	5	7	-1	0
6	COc1ccc(-n2c(SCC(=O)NC3CC3)nc3ccccc3c2=O)cc1OC	.	-10	6	2	-3
7	COC(=O)COc1ccc2cccc(-n3cnnn3)c2c1	105	9	1	0	-2
8	O=C(COC(=O)c1cccc(S(=O)(=O)N2CCCCC2)c1)NC1CCCc2ccccc21 (stereo unspecified)	93	27	-2	-1	-6
9	CCOC(=O)C1CCN(c2nc(-c3ccc(C)cc3)nc3ccccc23)CC1	110	-5	0	-13	1
10	COC1=Nc2ccccc2/C=C\c2ccccc21	103	.	.	-2	-2
11	COC1=C/C(=C/c2c(O)c(C#N)c3ccccn23)C=CC1=O	88	10	-4	-1	3
12	N#Cc1c([N+](=O)[O-])cc([N+](=O)[O-])cc1S(=O)(=O)Cc1ccccc1	.	5	-4	13	-1
13	O=C(O)c1cc2nc(-c3cccs3)cc(C(F)(F)F)n2n1	89	17	-2	-1	0
14	CCOC(=O)CN1CC23C=CC(O2)C(C(=O)N2CCN(c4ccc(F)cc4)CC2)C3C1=O (stereo unspecified)	107	1	-2	4	4
15	C=CCOc1c2ccc(C(=O)NCc3ccc(OC)cc3)cc2nn1C	.	-3	2	1	2

cpd	MOR-DOR inv ag	HTR5A inv ctr	PKA-R2B activ	PKA-R1A activ	OPRM1-OPRD1 ag
1	-10	-11	-5	-1	1.4
2	2	-13	-6	-17	-0.4
3	7	15	-2	3	-1.5
4	-5	9	-4	1	1.1
5	-9	16	-3	-7	1.5
6	16	-14	5	0	-4.1
7	9	-3	-16	4	-1.8
8	0	6	-8	-2	0.1
9	12	-1	-14	-4	-2.6
10	.	.	-3	0	.
11	7	-20	9	1	-1.4
12	-23	12	0	-8	5.7
13	10	13	-10	-1	-1.9
14	9	-13	9	0	-1.6
15	7	0	14	0	-1.3

Next structures.
cpd	Structure	Pemphigus Ab inh	Arr AP2 block	HTR5A ag ctr	DAGLB inhibitor	V-ATPase pHluor
16	CCCc1n(CC)c2ccccc2[n+]1CC(O)COC1CCCCC1 (stereo unspecified)	102	-29	0	-1	-3
17	Cc1ccc2c(c1)N(Cc1cccc(F)c1)C(=O)C(C)O2 (stereo unspecified)	119	12	-1	-3	0
18	CC(C)OC(=O)C1C(=O)CC(C)(O)C(C(=O)OC(C)C)C1c1cccc([N+](=O)[O-])c1 (stereo unspecified)	102	-3	-4	-4	-3
19	O=c1[nH]c2ccc(NCc3ccc(F)cc3)cc2[nH]1	103	8	0	1	-2
20	COC(=O)CCC(=O)NS(=O)(=O)c1ccc(N=NN2CCOCC2)cc1	101	-10	6	2	-1
21	CCOC(=O)C1CCN(c2nc3ccccc3n2CC(=O)c2ccccc2)CC1	87	16	1	0	-2
22	CCCN(CCC)Cc1c(C(=O)N/N=C/C(C)=C\c2ccccc2)nnn1-c1nonc1N	105	18	-3	-3	0
23	COC(=O)c1noc(C)c1-c1ccnn1C(=O)c1ccc(Cl)cc1	114	-16	7	4	-7
24	CSc1cccc(CN2CCN(CCc3ccccc3)C(CCO)C2)c1 (stereo unspecified)	98	6	-1	-1	0
25	N#Cc1nc(-c2ccc(Cl)cc2)oc1NCCc1ccccn1	.	13	0	1	-2
26	CC1=N/C(=C\c2ccc([N+](=O)[O-])cc2)C(=O)N1c1ccc(Br)c(C)c1	76	3	5	-3	-2
27	Cc1ccc(NS(=O)(=O)c2ccccc2F)cc1S(=O)(=O)N1CCCCC1	99	-4	3	0	2
28	Cc1noc(C)c1S(=O)(=O)N(C)C[C@H]1Oc2c(NC(=O)Nc3ccc4c(c3)OCO4)cccc2C(=O)N([C@H](C)CO)C[C@@H]1C	92	26	4	-1	2
29	N#Cc1ccc(C23CC4CC(CC(C4)C2)C3)[nH]c1=O	101	11	9	-2	0
30	CN(C)c1cccc2c(S(=O)(=O)NCc3ccc(S(N)(=O)=O)cc3)cccc12	119	11	8	2	-3

cpd	MOR-DOR inv ag	HTR5A inv ctr	PKA-R2B activ	PKA-R1A activ	OPRM1-OPRD1 ag
16	11	0	7	6	-2.2
17	-49	5	3	4	9.9
18	12	9	2	2	-2.2
19	-3	15	-1	-2	0.5
20	15	12	6	-10	-2.8
21	9	-3	-10	5	-1.7
22	-42	8	9	0	7.5
23	12	-5	8	7	-2.2
24	-16	2	-7	8	2.2
25	-17	-28	0	6	3.1
26	-39	-25	2	-5	7.0
27	-6	-8	1	-12	1.6
28	-2	-15	7	-9	0.4
29	20	7	5	-5	-3.2
30	-19	5	-8	-12	3.8

Following part
cpd	Structure	Pemphigus Ab inh	Arr AP2 block	HTR5A ag ctr	DAGLB inhibitor	V-ATPase pHluor
31	CC(NC(=O)c1ccco1)C(=O)OCc1cccc(C(F)(F)F)c1 (stereo unspecified)	104	-10	5	-1	4
32	Cc1nc2cc3ccccc3cc2n1C	113	-7	-1	5	6
33	Cc1cccc(C(=O)Nc2cccc3c2CCCC3)c1	115	-7	-4	-9	-5
34	N#Cc1cc(C(=O)c2ccccc2OCC(=O)Nc2ccccc2Cl)cn(C2CCCCC2)c1=O	85	1	5	-3	-1
35	COc1ccc(CNC(=O)C2CCCN2S(=O)(=O)c2ccc(F)cc2)cc1 (stereo unspecified)	100	-8	-1	1	-4
36	CCn1c(=S)[nH]c2ccccc21	110	-11	3	-4	-1
37	Cc1ccc2nc(NC(=O)CSCC(=O)OCC(=O)c3ccccc3)sc2c1	95	7	4	0	5
38	O=C(/C=C/c1ccccc1[N+](=O)[O-])NCCN1C(=O)S/C(=C\c2ccc(F)cc2)C1=O	109	7	3	2	-2
39	Cc1ccc(NC(=O)N2CCC(NC(=O)c3cccc(F)c3)CC2)cc1	.	-10	-1	0	-3
40	Cc1ccc(CNC(=O)CCC2CCCN(Cc3cc4ccccc4o3)C2)o1 (stereo unspecified)	90	-3	8	-3	1
41	COC(=O)c1cc(OC)c(OC)cc1NC(=O)c1cc(OC)cc(OC)c1	96	5	1	1	-5
42	O=C(CSc1nc(O)cc(=O)n1-c1ccccc1)N1CCCCC1	105	-6	7	-2	-3
43	COc1ccc(C2C(C(=O)/C=C/c3ccco3)=C(O)C(=O)N2CCN2CCOCC2)cc1OC (stereo unspecified)	102	-35	5	-1	-4
44	CCN1CCc2c(OCC(=O)N3CCC(C)CC3)cccc2C1=O	117	-4	2	1	-2
45	COc1ccc(NC(=O)CSc2nc3ccccc3nc2N2CCCC2)c(OC)c1	88	38	4	-2	4

cpd	MOR-DOR inv ag	HTR5A inv ctr	PKA-R2B activ	PKA-R1A activ	OPRM1-OPRD1 ag
31	8	2	-2	-10	-2.1
32	-7	0	0	-3	1.4
33	-4	12	4	4	0.8
34	17	22	-11	6	-3.4
35	1	20	4	-4	-0.1
36	1	-8	1	-19	-0.2
37	-12	2	6	-8	2.2
38	8	-12	-2	3	-1.7
39	13	4	1	-7	-2.3
40	-8	-2	1	-2	1.6
41	10	-2	-1	-2	-2.0
42	9	2	-18	2	-1.6
43	3	13	-5	-1	-0.6
44	10	-5	-15	-3	-2.1
45	3	8	-5	4	-0.4

(further entries)
cpd	Structure	Pemphigus Ab inh	Arr AP2 block	HTR5A ag ctr	DAGLB inhibitor	V-ATPase pHluor
46	Cn1cnnc1SCc1ccccc1Br	103	16	-3	-3	-1
47	Nc1cc(N2CCCC2)ccc1[N+](=O)[O-]	106	-5	-6	1	4
48	CCOC(=O)c1cc(C#N)c(Nc2ccc(C)cc2)nc1C(F)(F)F	.	13	-4	-5	-7
49	NC(=O)C1CCN(C(=O)C2CCN(C(=O)Nc3ccccc3)CC2)CC1	104	-4	1	1	0
50	CCC(=O)NC(=S)NNC(=O)COc1ccc(Br)cc1	101	-1	1	0	2
51	C[C@@H]1CN([C@H](C)CO)C(=O)CCCn2nncc2CO[C@H]1CN(C)S(=O)(=O)c1ccc2c(c1)OCCCO2	.	.	.	-4	0
52	CCc1cccc(CC)c1NC(=O)c1cccc(NC(=O)c2ccccc2)c1	98	15	-2	0	8

cpd	MOR-DOR inv ag	HTR5A inv ctr	PKA-R2B activ	PKA-R1A activ	OPRM1-OPRD1 ag
46	6	-21	-8	15	-1.1
47	17	41	-20	-3	-3.6
48	-44	10	5	2	8.9
49	12	20	-2	-2	-2.5
50	19	-3	-5	6	-3.7
51	.	.	3	4	.
52	3	5	12	-1	-0.8
